M. tuberculosis GlmU – inhibition of mycobacterial GlmU enzyme – biochemical, glucosamine-1-phosphate acetyltransferase (AID 1376); M. tuberculosis GlmU acetyltransferase enzyme assay; higher % means a stronger effect; inhibition, %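 (tested at 30 µM in the primary screen)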; hits with a dose series show IC50 in µM; 0.25% of 220,000 active; in the data active = inhibition above about 13%;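 also: 0% = complete reaction with vehicle and 100% = reaction without substrate; strong numbers were not always called active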
RmlCD inh 1536 – inhibitors of Mycobacterium tuberculosis RmlC and RmlD coupled enzymes; RmlC+RmlD coupled enzyme assay, percent inhibition; primary screen in compound mixtures; inhibition, % at 3.6 µM; 0.03% of 160,000 active; AID 1533; in the data active = inhibition mostly above about 34%, no sharp cut-off; also: some results filed as inactive read as strong as hits
Target sequence (P9WH09 whole entry, looked up): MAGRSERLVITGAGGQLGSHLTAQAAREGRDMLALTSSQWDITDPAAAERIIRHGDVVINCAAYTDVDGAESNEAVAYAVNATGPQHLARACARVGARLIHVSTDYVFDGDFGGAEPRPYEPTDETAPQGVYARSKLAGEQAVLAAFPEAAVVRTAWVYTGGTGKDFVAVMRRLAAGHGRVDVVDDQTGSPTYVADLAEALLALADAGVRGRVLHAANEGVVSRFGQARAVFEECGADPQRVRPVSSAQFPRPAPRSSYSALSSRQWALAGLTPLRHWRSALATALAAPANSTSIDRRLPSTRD
Target sequence (P9WH11 whole entry, looked up): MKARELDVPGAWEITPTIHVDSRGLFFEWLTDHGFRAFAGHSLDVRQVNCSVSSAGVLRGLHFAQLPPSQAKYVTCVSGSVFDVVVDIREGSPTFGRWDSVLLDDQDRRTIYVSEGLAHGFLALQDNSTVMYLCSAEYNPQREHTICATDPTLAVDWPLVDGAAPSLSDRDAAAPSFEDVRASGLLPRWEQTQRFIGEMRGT
* = called active by the depositor; · = not tested or not shown. These rows are one share of the data (hit frequency here may not be typical).

mol,M. tuberculosis GlmU,RmlCD inh 1536
O=C(NC1CCCCC1)c1sc(=S)n2c1[nH]c(=O)c1ccccc12,10%,26
COc1cccc(-n2cc(CNCc3cn(C)nc3-c3ccccc3F)cn2)c1,-3.1%,4
COc1ccc(C2C(C(N)=O)=C(C)Nc3ncnn32)cc1 (centres undefined),-12%,-1
COc1cc(/C=C(\C#N)C(=O)Nc2cc(C(F)(F)F)ccc2Cl)ccc1OCC(=O)Nc1cccc(C(F)(F)F)c1,1.0%,-6
COC(=O)c1c(C(C)=O)cnc2ccc(Br)cc12,1.9%,·
COc1ccc2[nH]c3c(=O)n(Cc4ccc(C(=O)N5CCCCCC5)cc4)c(=S)[nH]c3c2c1,1.2%,·
Cc1ccc(OCCn2cc(C(=O)O)c3ccccc32)cc1,1.9%,-7
CN(C)c1ccc(/C=C2\SC(=O)N(CC(O)Cn3c4ccccc4c4ccccc43)C2=O)cc1 (centres undefined),-6.6%,-2
CC1=C(C(=O)OC2CCCCCCC2)C(c2ccc(O)cc2)NC(=O)N1 (centres undefined),-3.0%,·
C/C(=N\OC(=O)Nc1ccc(Cl)cc1)c1ncc(C(F)(F)F)cc1N1CCOCC1,6.5%,·
O=C(COC(=O)c1cccs1)Nc1ccc(S(=O)(=O)N2CCOCC2)cc1,-5.0%,6
Cc1nn(-c2ccccc2)c(C)c1NC(=O)COc1ccc(F)cc1Cl,-0.9%,29
O=C(O)/C=C/C(=O)Nc1cccc(C(F)(F)F)c1,-4.1%,-1
COCCNC(=O)CCCn1c(=O)c2cc(OC)c(OC)cc2n(CC(=O)c2ccccc2)c1=O,-1.7%,-6
CCOc1ncccc1C(=O)OCC(=O)Nc1ccc(S(=O)(=O)N2CCOCC2)cc1,1.3%,9
Cc1ccc(NC(=O)C2Cc3ccccc3C(=O)O2)cc1 (centres undefined),·,1
C/C(N)=C(/C#N)C(=O)COC(=O)c1ccncc1,-7.1%,-2
CC(C)(C)OC(=O)N1CCC(CC2CC(c3ccccc3)=NO2)(C(=O)O)CC1 (centres undefined),1.1%,·
Cc1[nH]c(=O)[nH]c(=O)c1S(=O)(=O)N1CCCC(C(=O)N2CCN(c3ccccc3Cl)CC2)C1 (centres undefined),-1.7%,7
CC(NC(=O)CN(C)Cc1cccs1)c1ccccc1 (centres undefined),-5.5%,·
CN(Cc1ccccc1)c1nc2c(c(=O)n(C)c(=O)n2C)n1CCCc1ccccc1,-0.5%,·
O=C(COC(=O)c1cccs1)Nc1cccc(S(=O)(=O)N2CCOCC2)c1,-5.1%,-9
Cc1cc(Cl)ccc1OC(C)C(=O)Nc1ccc(S(=O)(=O)Nc2cnc3ccccc3n2)cc1 (centres undefined),-3.7%,·
COCC(=O)Nc1nnc(CCc2ccccc2)s1,4.7%,·
CC1CCN(C(=O)C(Cc2ccccc2)n2cccc2)CC1 (centres undefined),-0.2%,5
CCOc1ccc(S(=O)(=O)N(CC(N)=O)c2ccc(C)cc2)cc1,-7.7%,-5
COC(=O)c1ccc[n+](CC(=O)Nc2ccc(OC(F)F)cc2)c1,-3.2%,3
Cc1[nH]c2ccccc2c1C(=O)COC(=O)C(C)C,2.1%,·
COc1cc(C(=O)Nc2ccc(-c3nc4cc(C)ccc4o3)c(O)c2)cc(OC)c1OC,11%,6
COc1cc2cc(CN(CCCN3CCOCC3)C(=O)Nc3ccc(F)cc3)c(=O)[nH]c2cc1OC,-3.2%,13
COc1ccnc(Oc2ccc(C)cc2)c1C#N,-1.8%,13
C#CCn1c(O)c(N=NC(=O)C(O)c2ccccc2)c2ccccc21 (centres undefined),6.8%,-5
COc1ccc(NC(=O)Cn2nc(C(F)(F)F)c3c2CCCC3)cc1OC,-1.5%,·
CC(C)CC(=O)NS(=O)(=O)c1ccc(N)cc1,-1.3%,·
COc1cc(/C=N/NC(=O)CCN2CCN(Cc3ccccc3)CC2)cc(OC)c1OC,-2.1%,-2
CSc1ccccc1-c1nnc(-c2ccc(C)cc2)o1,-8.0%,·
CC(=O)c1cccc(NC(=O)C(C)N(C)CC(=O)Nc2ccc(Cl)cc2)c1 (centres undefined),·,7
CCOCCOC(=O)C1=C(C)NC2=C(C(=O)CC(c3cccs3)C2)C1c1ccsc1 (centres undefined),0.6%,-19
COc1ccc(C(=O)n2nc(C)cc2C)cc1OC,-5.2%,·
Cc1ccc(C(=O)OC2CCCN(C)C2)cc1 (centres undefined),0.7%,-14

By substructure: the entries above containing a cyano group (three)
mol,M. tuberculosis GlmU,RmlCD inh 1536
COc1cc(/C=C(\C#N)C(=O)Nc2cc(C(F)(F)F)ccc2Cl)ccc1OCC(=O)Nc1cccc(C(F)(F)F)c1,1.0%,-6
C/C(N)=C(/C#N)C(=O)COC(=O)c1ccncc1,-7.1%,-2
COc1ccnc(Oc2ccc(C)cc2)c1C#N,-1.8%,13

Next records
mol,M. tuberculosis GlmU,RmlCD inh 1536
CC(=O)OCCNC(=O)c1cc2ccccc2oc1=O,-0.2%,7
CC(=O)C1=C(C)Nc2ncnn2C1c1ccc(Cl)cc1 (centres undefined),1.3%,-2
CCOC(=O)CNC(=O)Cn1c(C)cc2ccccc2c1=O,3.3%,47
CCOc1cccc2cc(C(=O)N3CCc4ccccc43)c(=O)oc12,3.1%,·
Nc1ccc2c(c1)Oc1ccccc1C=C2,1.1%,4
Cc1cc(C)c2c(N)c(C(=O)NN3CC(=O)N(c4ccccc4)CC3=O)sc2n1,·,13
COCCCN1C(=O)C(=O)/C(=C(/O)c2ccc(OCC(C)C)cc2)C1c1cccnc1 (centres undefined),1.4%,·
Cc1nc(N2CCN(C(=O)c3ccco3)CC2)c2c3c(sc2n1)CCC3,3.5%,·
CCc1c(C)nc(SCC(=O)N2CCN(c3ccccc3)CC2)[nH]c1=O,-2.9%,-13
c1ccc(CC2CCCNC2)cc1 (centres undefined),1.2%,13
Cc1cc(NC(=O)CSc2nc3ccccc3s2)no1,-1.6%,·
c1ccc(-c2cnnc(N3CCOCC3)n2)cc1,0.4%,·
Cc1ccc(C(=O)Nc2cccc(-c3nc4ncccc4o3)c2)cc1,2.4%,-13
CSc1ccc(Cn2nnc(C(=O)NCCc3ccc(Cl)cc3)c2N)cc1,-1.3%,-11
CCOP(=O)(c1ccccc1)c1nc(-c2ccc(F)cc2)oc1N1CCCCC1 (centres undefined),-3.2%,12
COc1ccc(CC(=O)O/N=C(\N)Cc2cccc3ccccc23)cc1,2.0%,·
Cc1ccc(C(=O)N2CCN(c3ncnc4c(-c5ccccc5)nsc34)CC2)cc1,3.3%,9
COCCCNC(=O)CC1C(=O)N(Cc2ccccc2)C(C)c2nc3ccccc3n21 (centres undefined),-1.6%,-42
Cc1cc2c(cc1C)NC1=C(N2)OC(c2cccc(O)c2)C1=O (centres undefined),-2.7%,-3
O=C(CN1CCC(NC(=O)Cc2ccccc2)CC1)Nc1cccc2ccccc12,4.1%,-2

Continued (2 carried over from the part before).
mol,M. tuberculosis GlmU,RmlCD inh 1536
Cc1cc2c(cc1C)NC1=C(N2)OC(c2cccc(O)c2)C1=O (centres undefined),-2.7%,-3
O=C(CN1CCC(NC(=O)Cc2ccccc2)CC1)Nc1cccc2ccccc12,4.1%,-2
N#CC(C#N)=Cc1cc2ccccc2nc1N1CCCCC1,4.0%,2
O=C(Oc1cccnc1)c1ccc([N+](=O)[O-])cc1,5.3%,6
COc1ccc2c(c1)nc(SCC(=O)c1cccs1)n2C,0.2%,·
CCOC(=O)CN(C(=O)c1ccccc1[N+](=O)[O-])C(C)(C)C,2.1%,20
CCCOc1ccc2nc(C)c(CCC)c(SC(=N)N)c2c1,3.5%,-8
Cc1nc2ccccc2nc1CN1CCC(CO)(CC2CCCCO2)CC1 (centres undefined),0.1%,2
CC1(C)C(CO)=CC(=O)C2=C1SCC(=O)N2,0.1%,·
Cc1ccc(OCC(=O)Nc2ccc(N3CCOCC3)cc2)c([N+](=O)[O-])n1,8.3%,9
CC(C)N(Cc1nc(-c2ccccc2)no1)C(=O)CCCN1C(=O)c2ccccc2C1=O,-8.4%,5
COc1ccc([C@@H]2C[C@@H](c3ccccc3)Oc3cc(C)cc(C)c32)cc1,5.0%,-9
Cc1csc2ncc(C(=O)NCc3ccccc3Cl)c(=O)n12,-1.7%,-2
O=C(CCC(=O)OCC(F)(F)C(F)F)Nc1ccc(F)cc1F,-5.6%,1
Cc1cc(-n2cnc(-c3cn(C)nc3C)n2)no1,-0.5%,-13
c1cc(Nc2cccc3nccnc23)c2nccnc2c1,1.0%,4
CCNc1nc(SCCOc2ccc(C)cc2)nc(N(C)C)n1,1.3%,·
CCc1nc2ccccc2c(C(=O)Oc2cccc3cccnc23)c1C,5.6%,·
C/C=C(\CS(=O)(=O)c1ccccc1)S(=O)(=O)c1ccccc1,2.4%,-7
O=C(Cc1ccc([N+](=O)[O-])cc1)Nc1ccc2c(c1)OCO2,-4.9%,3
Cc1csc(NC(=O)c2ccco2)c1C(=O)c1ccccc1,1.1%,13
Cc1cc(N(C)C)c(C#N)c(=O)[nH]1,0.5%,12
O=C(c1cc2c(s1)-c1ccccc1S(=O)(=O)C2)N1CCCC1,0.8%,0
CCOc1ccc(/C=C/C(=O)C(C(N)=O)=C2SCCS2)cc1,-5.7%,43
C[C@H](NC(N)=O)C(=O)Nc1ccc2c(c1)OCO2,6.8%,8
Cc1ccc(C)c(C(=O)OCC(=O)Nc2cccc(S(=O)(=O)NC3=NCCCCC3)c2)c1,1.3%,-3
c1ccc2c(c1)oc1c(NCCCN3CCOCC3)ncnc12,0.9%,·
COc1ccc(NC(=S)NNC(=O)CCn2cc([N+](=O)[O-])cn2)cc1,0.2%,6
O=C(/C=C/c1ccc2c(c1)OCO2)NCc1ccco1,1.4%,-1
COC(=O)Cn1cnc(=O)c(C#N)c1/C=C/N(C)C,-3.2%,·
CN1CCN(C(=S)NCCc2ccccc2)CC1,-5.5%,-15
COc1ccc(C2C(C(=O)NCCN(C)C)c3ccccc3C(=O)N2C)cc1OC (centres undefined),6.0%,-4
CCOc1ccc(N=C/C=C/c2ccccc2)c(O)c1,4.7%,-4
Cc1ccc(/C=N/n2c(-c3ccncc3)n[nH]c2=S)o1,5.5%,3
COc1ccc(C(=O)C2CCCN(Cc3cn(C)nc3-c3ccccc3)C2)cc1F (centres undefined),6.8%,-9
CCCn1c(SCC(=O)Nc2sc(C)c(C)c2C#N)nnc1C(C)C,-0.1%,7
COc1ccc(-c2nn(CCC#N)cc2C(=O)O)cc1,-0.9%,-4
CCOC(=O)c1cnc(COc2ccc(OC)cc2)[nH]c1=O,-3.1%,8
COc1ccc(CNC(=O)CCCn2nc(C)c([N+](=O)[O-])c2C)cc1,0.2%,·
Cc1nc(-c2ccc(NC(=O)C3CCCCC3)cc2)cs1,-0.1%,·
O=C(c1cccs1)N1CCN(S(=O)(=O)c2ccc(F)cc2)CC1,1.5%,-13
CCC(C)C(NC(=O)c1ccccc1NC(=O)c1ccco1)C(=O)NNC(=O)c1ccncc1 (centres undefined),1.8%,-12

Record cards, as listed above:
CCOc1ccc(/C=C/C(=O)C(C(N)=O)=C2SCCS2)cc1 across the screens: M. tuberculosis GlmU: -5.7%; RmlCD inh 1536: 43
CCOc1ccc(N=C/C=C/c2ccccc2)c(O)c1 across the screens: M. tuberculosis GlmU: 4.7%; RmlCD inh 1536: -4
CCCn1c(SCC(=O)Nc2sc(C)c(C)c2C#N)nnc1C(C)C across the screens: M. tuberculosis GlmU: -0.1%; RmlCD inh 1536: 7

(cont.)
mol,M. tuberculosis GlmU,RmlCD inh 1536
O=C(Nc1cc(SCCO)cc([N+](=O)[O-])c1)c1ccco1,4.2%,-12
O=C(NC1CCCCCCC1)c1cc(COc2ccc3ncccc3c2)on1,-3.3%,-8
CC(C)c1ccc(C(=O)NCCCN(C)C)cc1,-2.1%,·
CCCCCC(=O)Nc1nc(C)c(-c2csc(Nc3cc(Cl)ccc3OC)n2)s1,0.7%,31
Cc1ccc(-n2c(-c3ccccc3)cc(/C=N/NC(=O)CC#N)c2-c2ccccc2)cc1,-1.0%,4
Cc1ccccc1NC(=O)NCCN1CC1,-10%,-2
O=C(COC(=O)C1CCCCC1)Nc1ccccc1OC(F)F,4.0%,10
O=C(COC(=O)CNC(=O)c1ccccc1)Nc1ccc(S(=O)(=O)N2CCCC2)cc1,-3.0%,·
COc1ccc(/C=N/NC(=O)CNC(=O)c2ccc(S(=O)(=O)N3CCOCC3)cc2)cc1OC,7.5%,5
Cc1nnc(SCc2cccc(CSc3nnc(C)s3)c2)s1,2.2%,·
CCOC(=O)Cc1csc(NC(=O)CC(C)(C)C)n1,2.8%,-3
CCC(C)NC(=O)CC(C)C (centres undefined),3.3%,6
CCOC(=O)N1CCN(c2c(NCCN3CCCCC3CC)c(=O)c2=O)CC1 (centres undefined),-1.1%,-2
CCOC(=O)c1nn(-c2ccccc2)c(=O)c2c(NC(C)=O)scc12,-1.6%,6
CCCCOc1ccc(-n2nc(C)cc2C)nn1,-2.6%,1
CCOC(=O)Cc1nnc(NC(=O)c2ccccc2OC)s1,2.3%,·
Cc1ccccc1-n1c(C)cc(/C=C(\C#N)C(=O)NCC2CCCO2)c1C (centres undefined),-4.1%,·
